Compound activity (PubChem BioAssay)
LANA DNA inh = inhibitors of KSHV C-LANA binding to DNA, primary screen, biochemical, fluorescence polarization, FAM-LBS DNA, MBP-C-LANA, single point; 0.078% of 340,000 active; inhibition, % at 9 µM; Kaposi's sarcoma herpesvirus LANA C-terminal domain (residues 932-1162) DNA binding;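 active = highest replicate inhibition at or above 60% at 9 µM, even if other replicates fall short; inactive = all replicates below 60% inhibition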;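 also: 0% = neutral control wells and 100% = 4 µM acridine orange control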
CAL PDZ FP-1 = untagged CAL PDZ binding inhibitors, primary screen, biochemical, fluorescence polarization, HTS | Golgi-associated PDZ and coiled-coil motif-containing protein (Homo sapiens), Q9HD26 | purified CAL PDZ, TMR-peptide fluorescence polarization, 1 h | inhibition, % at 24.9 µM | 0.92% of 300,000 active | AID 602252, 2012;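 active = mean inhibition of at least 30% with at least half of replicates also reaching 30%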;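 also: 0% = DMSO neutral control and 100% = excess unlabeled competitor peptide PRC23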
RTF Ca sens inh = cardiac RTF calcium sensitivity inhibitors, primary screen, biochemical, IANBD-TnC fluorescence, EC70 calcium. Troponin I, cardiac muscle (Homo sapiens) + Troponin T, cardiac muscle (Homo sapiens) + …. IANBD-labeled cardiac RTF, Ca2+ fluorescence. inhibition, % at 7.15 µM. 0.12% of 340,000 active;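 active = inhibition above the mean inhibition of all tested compounds plus 3 SD, cut at about 17% in these data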;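 also: assay run at fixed EC70 calcium of 1.6 mM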
DSG3 Ab inh = inhibitors of pemphigus antibody binding to DSG3, primary screen, biochemical, bead-based, flow cytometry, scFv-GFP | Desmoglein-3 (Homo sapiens), P32926 | DSG3-coupled beads, scFv-anti-DSG3-GFP binding; hits give low values | binding (percent of control), % at 10 µM | 0.48% of 310,000 active | AID 588358, 2011;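 active = binding more than 3 SD below its plate's average and above zero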;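 also: hits lower antibody fragment binding to DSG3; some compounds called inactive have numbers as strong as hits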
Target sequence (P32926 whole entry, looked up, the tested form may be a part): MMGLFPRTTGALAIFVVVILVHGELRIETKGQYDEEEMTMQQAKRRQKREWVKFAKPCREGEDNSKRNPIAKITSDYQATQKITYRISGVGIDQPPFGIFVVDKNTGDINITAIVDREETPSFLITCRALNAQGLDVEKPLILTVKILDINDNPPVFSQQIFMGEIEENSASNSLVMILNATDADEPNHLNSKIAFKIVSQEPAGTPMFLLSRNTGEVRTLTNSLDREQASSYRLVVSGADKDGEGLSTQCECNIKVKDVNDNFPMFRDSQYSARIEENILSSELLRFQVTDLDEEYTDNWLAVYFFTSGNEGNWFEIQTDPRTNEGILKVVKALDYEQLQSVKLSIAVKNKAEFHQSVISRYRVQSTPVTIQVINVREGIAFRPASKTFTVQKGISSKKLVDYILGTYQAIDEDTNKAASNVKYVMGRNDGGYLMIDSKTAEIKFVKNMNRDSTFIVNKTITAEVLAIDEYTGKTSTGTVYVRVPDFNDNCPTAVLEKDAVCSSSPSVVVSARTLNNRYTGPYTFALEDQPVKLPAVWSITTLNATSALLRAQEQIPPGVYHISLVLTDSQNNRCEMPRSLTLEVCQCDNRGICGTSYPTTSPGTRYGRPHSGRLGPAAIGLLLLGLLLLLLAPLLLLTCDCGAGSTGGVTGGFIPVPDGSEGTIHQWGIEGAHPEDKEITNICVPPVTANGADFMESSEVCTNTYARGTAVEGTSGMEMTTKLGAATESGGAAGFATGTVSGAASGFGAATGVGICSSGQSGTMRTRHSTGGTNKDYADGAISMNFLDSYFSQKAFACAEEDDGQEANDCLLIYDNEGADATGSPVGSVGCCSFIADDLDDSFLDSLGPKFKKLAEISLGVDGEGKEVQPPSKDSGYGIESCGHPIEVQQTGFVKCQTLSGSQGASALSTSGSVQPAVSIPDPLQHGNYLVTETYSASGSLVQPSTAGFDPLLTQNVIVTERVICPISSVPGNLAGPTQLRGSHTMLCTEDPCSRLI
Arr AP2 block = inhibitors of beta-arrestin/AP2 binding, primary screen, biochemical, GPCR trafficking, flow cytometry. beta-arrestin 1 C-terminal peptide binding to AP2 beta2-adaptin appendage (human). FITC-arrestin peptide / GST-AP2 beads; AP2 beta2 appendage carries R879A mutation. inhibition, % at 10 µM. 0.31% of 340,000 active. AID 504490, 2011;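 active = inhibition above a set limit, near 3 SD of compounds lacking own fluorescence, cut at about 54% in these data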;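 also: plate controls were DMSO wells for no effect and 5 µM unlabelled arrestin peptide for full effect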
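System: GST-AP2 R879A bound to glutathione beads, E. coli-expressed. Also added: 50 nM FITC-arrestin peptide. Schedule: compound with beads 12 min RT, then probe 1 h RT. Signal: bead flow cytometry, FITC channel. Read-out basis: percent response.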
DAGLB inh = DAGLB lipase inhibitors, primary screen, biochemical, fluorescence, HTS | Diacylglycerol lipase-beta (Homo sapiens), Q8NCG7 | HEK293T DAGLB membrane lysate, EnzChek fluorogenic substrate | inhibition, % at 5.17 µM | 0.059% of 340,000 active; in the data active = inhibition above about 34%;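 also: 0% = enzyme with vehicle and 100% = wells lacking enzyme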
Keap1-Nrf2 PPI = Keap1-Nrf2 protein-protein interaction inhibitors, primary screen, biochemical, fluorescence polarization, single point; inhibition, % at 9.4 µM; Kelch-like ECH-associated protein 1 (Homo sapiens), Q14145; 0.15% of 340,000 active; Keap1 Kelch-Nrf2 peptide fluorescence polarization, 1536-well; in the data active = inhibition above about 12%;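 also: human Keap1 Kelch domain with fluorescein labeled Nrf2 9mer peptide probe; 0% = neutral control wells and 100% = peptide positive control; higher means more block of Keap1 binding to Nrf2 peptide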
CAL PDZ FP-2 = CAL PDZ peptide-binding inhibitors, primary screen, biochemical, fluorescence polarization, Cer-tagged CAL PDZ, HTS | AID 504414, 2011 | Golgi-associated PDZ and coiled-coil motif-containing protein (Homo sapiens), Q9HD26 | purified CAL PDZ, TMR-peptide fluorescence polarization, 1 h | inhibition, % at 20 µM | 0.02% of 330,000 active;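 active = highest replicate inhibition of at least 40%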;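 also: plate controls were DMSO neutral control wells for no effect and unlabeled competitor peptide control wells for full effect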
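System: tagged CAL PDZ domain. Schedule: 1 h room-temperature incubation prior to read. Signal: fluorescence polarization (mP). Measure: percent inhibition from loss of millipolarization.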
V-ATPase pHluor = regulators of yeast V-ATPase proton pumping, primary screen, pHLuorin cytosolic pH fluorescence; S. cerevisiae; response, % at 10 µM; 0.37% of 350,000 active; in the data active = response mostly above about 7.3%, no sharp cut-off; inactive = mostly below about 5.4%; also: actives read high; inactives centre near 0; some compounds called inactive have numbers as strong as hits; reference of the scale not given here
NSD2 inh = NSD2 histone methyltransferase inhibitors, primary screen, biochemical, AlphaScreen, single concentration, set 2. Histone-lysine N-methyltransferase NSD2 (Homo sapiens), O96028. NSD2 peptide methylation, 120 min. inhibition, % at 12.5 µM. 0.54% of 310,000 active; in the data active = inhibition above about 50%
* hit, by the source's call; · = no result given; + = active, no number. This is a subset. The share of hits here may be higher or lower than overall.

SMILES	LANA DNA inh	CAL PDZ FP-1	RTF Ca sens inh	DSG3 Ab inh	Arr AP2 block	DAGLB inh	Keap1-Nrf2 PPI	CAL PDZ FP-2	V-ATPase pHluor	NSD2 inh
Cc1nc(-c2cccc(NC(=O)c3cccc(S(=O)(=O)N4CCCC4)c3)c2)cs1	0.2	-5	-8	·	24	3	-6	-1.9	-2	-1
Nc1cccc(N2C(=O)c3cccc4c(N)ccc(c34)C2=O)c1	88*	-1	-376	100	-6	-41	17*	-1.2	-1	0
COc1ccc(CCC(=O)N2CCN(C(=O)c3ccccc3)CC2)cc1	2.0	-5	-4	95	7	1	-2	1.3	1	-1
CCOC(=O)N/N=C\c1ccc(OC(=O)c2ccco2)cc1	1.3	0	-2	103	-16	-3	4	-2.4	0	-1
NNC(=O)c1oc2nc(-c3cccs3)cc(-c3ccco3)c2c1N	0.1	-3	-23	94	0	-9	-3	0.9	-36	1
CCCCNC(=O)c1ccccc1NC(=O)CCSc1ccccc1	0.3	4	3	113	-127	-7	3	-0.6	2	0
CN(Cc1ccc2c(c1)OCCO2)C(=O)CN1C(=O)NC2(CCCCC2)C1=O	1.6	·	-13	·	29	2	0	-1.7	-3	0
Cc1ccc(C(=O)OC2OC(=O)C(Cl)=C2N2CCOCC2)cc1 (stereo not given)	-3.2	-1	-4	94	3	0	-5	0.8	5	-1
COc1ccc(N2CC(NS(=O)(=O)c3ccc4ccccc4c3)CC2=O)cc1 (stereo not given)	1.0	·	3	107	3	-2	0	-1.4	8	-1
N/C(=N\O)c1ccc([N+](=O)[O-])s1	0.5	-2	3	·	-10	-2	1	-1.0	0	-3
O=C(Nc1cccc(F)c1)NC1CCCCC1	0.9	-3	4	102	3	-4	1	-1.4	0	-9
CNC(=S)N(Cc1ccc(Cl)cc1)Cc1cccs1	-0.5	-1	-6	94	6	-3	-2	-1.3	-1	2
CN(C)CCCNc1c2ccccc2nc2ccccc12	-5.2	-4	-1	108	-1	-1	-2	·	2	·
O=c1[nH]c(C2CCN(S(=O)(=O)c3ccccc3)CC2)nc2c1nnn2Cc1ccc2c(c1)OCCO2	2.5	-1	-10	88	0	1	1	-1.1	-2	-1
O=C(Nc1cccc(Br)c1)c1ccc2nc(N3C(=O)CCC3=O)sc2c1	-0.5	-5	-5	·	-1	2	-1	-7.4	0	0
CC(C)(C)c1csc(CS(=O)(=O)c2ccccn2)n1	0.5	-3	2	116	14	0	2	0.3	-6	-1
CCc1cc2c(SCC(=O)c3ccc(Cl)s3)ncnc2s1	1.8	0	-7	101	19	-18	1	0.3	0	-2
CN1CCN(CC#CCC(O)(c2ccccc2)C2CCCC2)CC1 (stereo not given)	1.8	-3	-1	105	1	4	-9	·	0	4
Cc1nn(C)c(C)c1S(=O)(=O)N(CC(=O)NCCCOC(C)C)c1ccc(C(C)C)cc1	0.6	·	0	95	0	1	2	-0.8	2	-1
CC(C)C[C@H](NC(=O)OC(C)(C)C)C(=O)N/N=C/c1ccc2nccnc2c1	0.2	-6	-2	103	16	-5	0	-0.1	1	3
CN(Cc1cccnc1)C(=O)c1cc(COc2ccc3ncccc3c2)on1	-1.1	2	-12	112	-8	-2	0	-0.1	1	-3
Cc1c(C(=O)Nc2ccc(C(F)(F)F)cc2)sc2ncn(CC(=O)N3CCN(c4ccccn4)CC3)c(=O)c12	0.9	-2	2	99	-5	-1	-2	-2.2	-1	-1
COc1cc2c(cc1OC)CN(C(=O)c1ccc(S(=O)(=O)N3CCCC3)cc1)CC2	43	-6	-3	98	-6	-2	-3	-0.8	-1	2
COc1ccc(NC(=O)CSc2nnc(CN3CCOCC3)n2-c2ccccc2)cc1Cl	-0.3	·	-5	105	0	-1	-1	-1.4	4	2
O=C(NC1CCN(C(=S)NCCc2ccccc2)CC1)C1CCCCC1	-0.6	-5	-3	101	14	2	0	0.0	-2	0
The results go on:
SMILES	LANA DNA inh	CAL PDZ FP-1	RTF Ca sens inh	DSG3 Ab inh	Arr AP2 block	DAGLB inh	Keap1-Nrf2 PPI	CAL PDZ FP-2	V-ATPase pHluor	NSD2 inh
O=C(OCC(=O)N1CCc2ccccc21)c1ccc([N+](=O)[O-])cc1	0.1	·	2	·	1	3	1	-1.6	-2	-7
CNC(=O)C(Sc1nc(C)nc2c1oc1ccccc12)C(C)=O (stereo not given)	0.6	-2	-7	104	4	-4	-13	·	-2	1
Cc1ccc(C2N(c3nccs3)C(=O)C3CCCN32)cc1 (stereo not given)	0.2	-8	-2	100	-3	-1	-3	-0.9	0	5
N#Cc1ccsc1NC(=O)CN1CCN(S(=O)(=O)c2cc(Cl)ccc2Cl)CC1	1.5	-4	-6	95	4	-2	-2	-0.3	4	0
CCC(O)C1CCN(C(=O)c2cc(COc3ccc4ncccc4c3)on2)CC1 (stereo not given)	-0.1	-7	·	·	-11	·	-1	-0.8	2	-1
Cc1ccc(NC(=O)CSc2nccn2C)cc1F	0.6	1	-3	106	-2	-4	-2	-1.1	-2	-3
CN(C)c1ccc(-c2noc(C3CCN(S(=O)(=O)c4ccc(C(=O)O)cc4)CC3)n2)cc1	-0.7	·	2	98	6	7	1	-3.0	-2	8
Cc1cccc(C)c1NC(=O)CSc1nnc(-c2ccccc2)n1Cc1ccc2c(c1)OCO2	-1.4	-1	3	108	-5	-2	-5	·	1	0
Cc1ccc(NC(=O)CSc2ccc(C(N)=O)cc2[N+](=O)[O-])cc1C	0.7	0	-4	69*	8	-2	-3	0.5	1	9
O=C(CCC(=O)Nc1ccc(Br)cc1)N/N=C/c1ccccc1O	0.1	+	0	118	2	1	1	-1.9	4	-2
CC(=O)Nc1ccc(S(=O)(=O)NCCC(=O)Nc2ccc(C)cn2)cc1	-1.0	-1	-11	96	-3	-1	-2	-2.2	1	-1
CC1CCCCC1NC(=O)CSc1nncs1 (stereo not given)	0.5	-2	-7	108	19	1	0	0.1	-2	-1
CCCn1nnnc1SCC(=O)Nc1ccc(F)cc1	-3.1	-1	-6	73	10	0	5	-1.3	0	-7
Cc1cc(C)nc(NS(=O)(=O)c2ccc(NC(=O)c3cccs3)cc2)n1	1.6	3	1	·	7	-1	0	-2.2	-2	2
CN(C)CCNc1oc(-c2ccccc2Cl)nc1S(=O)(=O)c1ccccc1	1.0	·	0	105	14	-2	-6	-0.6	8	6
COc1ccc(S(=O)(=O)N(C)CC(=O)N2CCN(C)CC2)cc1C	1.5	·	-3	108	7	2	1	0.2	8	-4
COc1ccc(CCNC(=O)CNS(=O)(=O)c2ccc(Cl)cc2)cc1	·	·	·	114	7	·	·	·	-5	-4
COc1ccc(S(=O)(=O)N2CCOC2CNC(=O)C(=O)NCc2ccco2)cc1OC (stereo not given)	0.9	-1	-9	103	-2	1	-3	-0.6	-5	5
Cc1ccccc1/C=N/Nc1ccc(Cl)nn1	-1.1	·	1	108	60*	0	0	1.0	2	-6
COc1ccc(NC(=O)c2ccccc2-c2ccccc2)c(C)c1	4.8	·	-3	108	-5	-3	6	0.0	0	-1
O=C(O)CCc1ccc(-c2ccccc2)n1CC(=O)Nc1cccc(C(F)(F)F)c1	-0.6	-5	-9	113	20	1	-4	-0.5	-1	2
O=C(NCc1ccccc1)c1ccccc1CO	-1.7	-6	-2	80	-2	-2	2	-1.4	-2	-1
O=c1[nH]nnc2c1cnn2-c1ccccc1	-1.6	1	-2	91	3	2	-1	1.0	0	1
Cc1ccccc1NC(=O)c1ccc(CN2CCC(Cc3ccccc3)CC2)cc1	0.9	-4	2	100	4	-6	0	-1.5	-5	10
CCCSc1nc2c(cnn2-c2ccccc2)c(=O)n1N	-0.5	11	8	92	-10	2	-3	0.2	2	-1
(more compounds)
SMILES	LANA DNA inh	CAL PDZ FP-1	RTF Ca sens inh	DSG3 Ab inh	Arr AP2 block	DAGLB inh	Keap1-Nrf2 PPI	CAL PDZ FP-2	V-ATPase pHluor	NSD2 inh
Cc1noc(C)c1C(=O)N1CCc2ccccc21	0.1	-13	-1	104	-1	-4	-2	0.5	-2	2
CC(C)(C)c1nnc(NC(=O)Cc2ccc(Br)cc2)s1	0.2	-4	-2	110	27	-3	0	-1.1	-1	1
COc1cc(/C=C/C(=O)OCC(=O)c2c(N)n(C)c(=O)n(C)c2=O)ccc1OCC#N	-1.1	-3	-8	95	-8	0	-1	-2.7	1	-1
Clc1cc(Br)ccc1OCCCNCc1ccccc1	-1.4	-3	-16	110	-19	-3	-1	-0.7	-2	3
COc1ccccc1CNC(=O)c1cn(C)c2ccc(S(=O)(=O)N3CCCC3)cc2c1=O	-0.8	·	-2	102	10	0	-2	-1.1	0	-1
O=C(N/N=C/c1ccncc1)c1cc(-c2ccc(Br)s2)[nH]n1	-2.0	-7	-3	111	2	-1	-2	-12	6	1
COCCNC(=O)C(c1ccc(F)cc1)N(Cc1cccs1)C(=O)CCC(=O)Nc1ccccn1 (stereo not given)	-0.4	-5	6	119	24	0	0	-2.7	3	-5
COc1ccc(-c2nc(NC(=O)CSc3nnc(C)s3)ns2)cc1	1.8	-4	3	95	16	1	0	-0.3	0	·
COC(=O)[C@H](CCSC)NC(=O)Nc1ccc(OC)cc1	-0.5	-4	3	100	-4	1	0	-1.5	-1	7
Cc1ccc(CSCCNC(=O)c2ccc(NS(C)(=O)=O)cc2)cc1	1.5	·	-1	99	-5	0	-4	-0.5	-3	-3
Cc1cc(Br)cc2c(C(=O)NCC3CCCO3)cc(-c3cccs3)nc12 (stereo not given)	-0.9	-4	-8	108	0	-5	2	-0.9	-3	-1
Cc1cc(N)n2ncc(-c3cccc(Br)c3)c2n1	-1.1	-4	9	112	23	1	3	0.3	-3	-4
CCCN(CC(=O)Nc1ccccc1C)C(=O)CC(NC(=O)c1ccccc1)c1ccccc1 (stereo not given)	1.4	·	-7	115	14	2	-1	0.2	-3	3
O=C(Nc1cc(C(F)(F)F)ccc1N1CCCC1)c1cccnc1	0.7	-4	4	103	-5	4	2	-2.7	-3	-1
